Bioassay records from PubChem BioAssay.
S2 tox = cell viability loss in ATXN counter-screen. S2 cells (HEK-293 line with an ATXN2-luciferase reporter) viability, CellTiter-Fluor protease fluorescence, 24 h. 400,000 tested, 0.49% active. Potency, µM (highest dose often 56.7 µM), usual class: cytotoxic; also: potency is read from the fitted curve at half-maximal effect; nearly all actives have a fitted effect of over 40% in size
CCT chaperon mod = modulators of cytosolic chaperonin (CCT/TRiC) activity; purified chaperonin ATPase assay, HTRF ADP detection, 30 min; AID 651819; activity change, % (no concentration beside the values), hits read low; 360,000 tested, 0.3% active; in the data active = activity change below about -30%; also: % is scaled to controls: 0 for no effect and ±100 for the full control effect
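ATPase activity: ADP formed was measured by HTRF Transcreener (665/615 nm ratio) after 30 min at 37 deg C with 10 uM ATP. Compounds screened at one 76 uM concentration against 40 or 20 nM TRiC in Tris pH 7.4/KCl/MgCl2/DTT buffer.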
Mm-Cpn inhibitor = M. maripaludis TRiC chaperonin inhibition. purified Mm-Cpn ATPase, ADP Transcreener TR-FRET. Potency, µM (top dose mostly 76.9 µM), for the others: top-dose activity, negative = inhibition, most hits filed as inhibitors. 330,000 tested, 0.031% active. AID 504842; also: potency is read from the fitted curve at half-maximal effect; % is scaled to controls: 0 for no effect and ±100 for the full control effect; nearly all actives have a fitted effect of over 80% in size
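TR-FRET (320 nm excitation; 590 and 665 nm emission) reports ADP made from 10 uM ATP by 25 nM enzyme; compounds were preincubated 10 min, reaction run 30 min, both at 37°C.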
Nrf2 activator = Nrf2 pathway activation; AREc32 ARE-luciferase reporter (MCF7-derived line), luminescence, 24 h; Potency, µM (titrated, usually from 46.1 µM), for the others: top-dose activation, most hits filed as activators; 410,000 tested, 0.31% active; AID 624171; also: potency is read from the fitted curve at half-maximal effect; % of control where 0% means no effect; nearly all actives have a fitted effect of over 65% in size
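Nrf2 activation is followed as ARE-luciferase induction in the AREc32 line after one day of compound treatment; luminescence is read with Steady-Glo.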
HepG2 viability = HepG2 cytotoxicity, counter-screen for TGF-b inhibitors; HepG2 CAGA-GFP viability, ATP luminescence, 18 h; Potency, µM (series often up to 46.1 µM), without a hit: top-dose activity change, negative = cytotoxicity, most hits filed as cytotoxic; 410,000 tested, 0.76% active; also: potency is read from the fitted curve at half-maximal effect; some results filed as inactive show a strong effect at the top dose
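HepG2 CAGA-GFP cells (1000/well, DMEM with 1% FBS) received compound, then TGF-beta at 500 pg/mL final, and were incubated 18 hours at 37 degrees C. Viability was read by CellTiter-Glo luminescence. Media-only wells were set as complete cell-killing and DMSO as no toxicity.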
pAkt inh = blocks phosphorylation of Akt | Neuro2A IGF-stimulated pAkt S473 HTRF, 20 min; hits give low values | 360,000 tested, 0.32% active | activity change, % for hits at 50 µM; in the data active = activity change below about -80%; inconclusive = mostly about -51% to -80%; also: % is scaled to controls: 0 for no effect and ±100 for the full control effect
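Neuro2A cells (4,500/well, DMEM with 0.5% FBS) were treated with compound at a single 50 µM final concentration, stimulated with 6 nM IGF for 20 min at 37 °C, and lysed. Phospho-Akt Ser473 was read by HTRF as 665/615 ratio ×10^4.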
Nrf2 inh = inhibitors of Nrf2 signaling; 360,000 tested, 2.1% active; Potency, µM (series often up to 46 µM), for inactives: top-dose activity change, negative = inhibition, usual class: inhibitors; A549 ARE-Fluc reporter, luciferase luminescence, 18-24 h; also: potency is read from the fitted curve at half-maximal effect; % is scaled to controls: 0 for no effect and ±100 for the full control effect; nearly all actives have a fitted effect of over 60% in size
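A549 ARE_Fluc cells, 5000/well, 5% FBS OPTI-MEM; compounds in dose-response, 18-24 h at 37 °C/5% CO2; CellTiter-Fluor viability read (Ex 405/Em 525), then BugLite luciferase luminescence = Nrf2 activity.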
A549 viability = kills or reduces viability of A549 cells in Nrf2 counter-screen; 390,000 tested, 0.16% active; A549 ARE-Fluc cells, CellTiter-Fluor viability, 18-24 h; AID 504648; Potency, µM (highest dose often 46 µM), for the others: at the highest dose activity change, negative = cytotoxicity, actives largely listed as inhibitors; also: potency is read from the fitted curve at half-maximal effect; % is scaled to controls: 0 for no effect and ±100 for the full control effect
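Cytotoxicity counterscreen: CellTiter-Fluor fluorescence was measured in A549 ARE_Fluc cells after 18-24 h of compound exposure in a concentration series. The subsequent BugLite luminescent read reports ARE-luciferase activity.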
TGFb SMAD3 inh = blocks TGF-b signaling; HepG2 CAGA-GFP TGF-b/SMAD3 reporter, GFP fluorescence, 18 h; TGF-beta stimulated, 500 pg/mL final; Potency, µM (highest dose often 46.1 µM), without a hit: at the highest dose activity, negative = inhibition, actives largely listed as inhibitors; 410,000 tested, 1.2% active; also: potency is read from the fitted curve at half-maximal effect; % is scaled to controls: 0 for no effect and ±100 for the full control effect; nearly all actives have a fitted effect of over 65% in size
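Inhibition of TGF-beta-driven CAGA-GFP reporter expression in HEPG2 cells is measured by cellular GFP fluorescence after 18 h stimulation with 500 pg/mL recombinant TGF-beta in 1% FBS medium at 37 degrees C.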
* = called active by the depositor; i = inactive; ? = inconclusive; . = not tested or not shown; [ ] = remark or other dose. Unless noted, calls follow the shape of the dose curve; as a rule, active = well fitted curve in the direction sought with a large enough effect; inconclusive = small, poorly fitted or top-dose-only effect, or another doubt; inactive = no such curve, though single readings can be large; an effect the other way counts as inactive or inconclusive.

SMILES | S2 tox | CCT chaperon mod | Mm-Cpn inhibitor | Nrf2 activator | HepG2 viability | pAkt inh | Nrf2 inh | A549 viability | TGFb SMAD3 inh
O=C(NC1CC1)c1ccc(S(=O)(=O)NC2CCCCCC2)cc1 | i | 0.4 | 2% | 0.2% | -15% | i | ? | -3% | 4%
Cc1cccc(C)c1NC(=O)Cn1c(=O)n(CCC(=O)NCc2ccc3c(c2)OCO3)c(=O)c2sccc21 | . | . | . | 0.7% | 0% | . | 0% | -3% | 8%
O=C(c1ccc2c(c1)OCO2)N1CCC(Cc2ccccc2)CC1 | i | -0.9 | 0% | -0.4% | -26% | i | -7% | -2% | 2%
CCOC(=O)c1c(NC(=O)c2ccc(S(=O)(=O)N(C)CC3CCCO3)cc2)sc2c1CCN(C)C2 (centres undefined) | i | -0.3 | -4% | 3.4% | -30% | i | 10% | -3% | ?
O=C(Cc1ccccc1[N+](=O)[O-])OCC(=O)c1ccccc1Br | i | -0.4 | -1% | -0.2% | -14% | i | 7% | 1% | 3%
Cc1nc(N2CCC(C(N)=O)CC2)c2nnn(Cc3ccccc3)c2n1 | i | 0.0 | -4% | -0.1% | -13% | i | -6% | 24%[1.84 µM] | -23%
O=C(NC(Cc1ccccc1)C(=O)O)c1ccc(S(=O)(=O)N2CCCCC2)cc1 (centres undefined) | i | -2.7 | 2% | -0.2% | 9% | i | -11% | -1% | -16%
Cc1onc(-c2c(Cl)cccc2Cl)c1C(=O)N1C=CC(C(F)(F)F)=NCC1 | i | 1.0 | -5% | 0.3% | 5% | i | ? | -19% | -15%
O=C(Nc1ccc(Oc2ccc(NC(=O)C3CCCO3)cc2)cc1)C1CCCO1 (centres undefined) | i | -3.8 | 2% | 0.5% | 5% | i | -29% | -3% | 18%
O=C(O)CCNS(=O)(=O)c1ccccc1C(F)(F)F | i | -0.4 | -2% | -0.8% | 18% | i | 0% | 1% | 27%
O=C(NCCc1ccc(F)cc1)C(=O)NCC(c1ccco1)S(=O)(=O)c1cccs1 (centres undefined) | . | . | . | 2.6% | -11% | . | . | 11% | 6%
CCCOC(=O)c1ccc(Oc2c(-c3ccc(O)cc3O)n[nH]c2C)cc1 | i | -0.6 | 1% | -0.5% | -130% | i | 21% | -6% | 0%
C[C@@H]1CN([C@H](C)CO)C(=O)c2cccc(NC(=O)Nc3ccc(F)cc3)c2O[C@H]1CN(C)C(=O)Nc1ccc(C(F)(F)F)cc1 | . | -0.2 | 1% | -1.8% | -2% | i | ? | ? | ?
COC(=O)C(CCSC)NC(=O)C1CCN(c2ncnc3c2nc2n3CCCCC2)CC1 (centres undefined) | . | . | . | -0.5% | -1% | . | 9% | 18% | -20%
O=C1NN(c2ccccc2)C(=O)/C1=C\c1ccccc1OCC(=O)N1CCOCC1 | i | 0.5 | -1% | 0.0% | -6% | i | 9% | -3% | 1%
Oc1ccc(N2CCN(C(c3ccccn3)c3nnnn3C3CCCC3)CC2)cc1 (centres undefined) | i | 0.5 | 1% | -0.4% | 4% | i | 1% | -4% | -6%
O=C(NC1CCCCC1)NC1(C(=O)N2CCN3CCCC3C2)CCCCC1 (centres undefined) | i | 1.2 | 3% | 0.5% | 2% | i | 14% | -8% | -2%
Cc1ccccc1NC(=O)NNC(=O)c1ccc2ccccc2c1 | ? | -0.4 | 0% | -0.6% | 5% | i | 0% | -2% | -3%
CC(=O)C(C(C)=O)c1c(Cl)c(O)c(O)c2c(C(=O)c3ccccc3)coc12 | ? | -0.6 | 1% | 21% | -39% | i | ? | ? | ?
O=C(O)c1ccccc1NC(=O)C(Cc1ccccc1)N1C(=O)c2ccccc2C1=O (centres undefined) | i | -32* | 3% | -0.8% | -19% | i | -12% | -3% | ?
COc1ccccc1C(C)NC(=O)c1ccc(S(=O)(=O)NCc2ccco2)cc1 (centres undefined) | i | -1.5 | 0% | 0.6% | -2% | i | -30% | -2% | -3%
COc1ccc(N(C)S(=O)(=O)c2cccc(C(=O)N3CCN(Cc4ccc5c(c4)OCO5)CC3)c2)cc1 | i | -1.4 | -2% | 0.6% | -38% | i | ? | -4% | ?
CC1CC(C)(C)CC2(C1)NC(=O)N(CC(=O)Nc1ccc3c(c1)OCO3)C2=O (centres undefined) | ? | 0.8 | . | -0.9% | -18% | i | . | . | -10%
CN1CCN(C(=O)C2=C[C@@H](c3ccc4c(c3)OCO4)C[C@@H](OCc3ccc(CO)cc3)O2)CC1 | i | 1.3 | . | -0.7% | -7% | i | 20% | -2% | 15%

An excerpt from above with just Nrf2 activator.
SMILES	Nrf2 activator
O=C1NN(c2ccccc2)C(=O)/C1=C\c1ccccc1OCC(=O)N1CCOCC1	0.0%
Oc1ccc(N2CCN(C(c3ccccn3)c3nnnn3C3CCCC3)CC2)cc1 (centres undefined)	-0.4%

The listing continues.
SMILES | S2 tox | CCT chaperon mod | Mm-Cpn inhibitor | Nrf2 activator | HepG2 viability | pAkt inh | Nrf2 inh | A549 viability | TGFb SMAD3 inh
O=[N+]([O-])c1ccc(CN2CCOCCOCCOCC2)cc1 | i | -0.1 | 1% | -0.5% | 3% | i | 18% | 1% | -2%
COc1ccc(COCC(O)CN2CCC(C(N)=O)CC2)cc1 (centres undefined) | i | 1.4 | -1% | -0.8% | 2% | i | 2% | -4% | 0%
Cn1c(CSCc2ccc(F)cc2)nnc1SCC(=O)Nc1cccc(C(=O)O)c1 | i | -0.8 | 1% | 0.4% | -1% | i | -11% | -1% | 2%
O=c1[nH]c(NCCO)nnc1Cc1ccc(Cl)cc1 | i | -0.8 | 1% | 0.4% | 12% | i | 1% | -3% | 12%
Cc1ccccc1NC(=O)CN1C(=O)c2cccnc2Oc2ccc(Cl)cc21 | i | 0.2 | 0% | 0.7% | 6% | i | ? | 1% | 6%
CCN1CCN(Cc2ccc(NC(=O)c3ccc(C)c(NC(=O)c4ccnnc4)c3)cc2C(F)(F)F)CC1 | i | 1.9 | 0% | -0.6% | 10% | i | -24% | 8% | -22%
CC12C(=O)N(Cc3ccco3)C(=O)C1C1c3ccccc3C2c2ccccc21 (centres undefined) | i | -3.5 | -1% | -0.5% | -19% | i | ? | -26% | 6%
Cc1ccc2nc(NC(=O)CSCc3ccccc3)sc2c1 | i | -2.5 | -2% | 0.4% | -17% | i | 6% | -4% | -16%
CC1CCCN(C(=O)COc2ccc(Nc3ccccc3)cc2)C1 (centres undefined) | i | -0.2 | -3% | 0.1% | 5% | i | 10% | 0% | -5%
COc1cccc(/C(O)=C2/C(=O)C(=O)N(CCN(C)C)C2c2ccccn2)c1 (centres undefined) | i | -0.8 | 2% | 0.4% | -1% | i | 13% | -7% | -12%
COc1cc(OC)cc(C(=O)NNC(=O)Cc2cccs2)c1 | ? | 0.1 | -5% | -0.2% | 0% | i | -2% | -2% | -7%
COC(=O)[C@H](Cc1ccc(O)cc1)NC(=O)Cn1ccc(NC(=O)OCc2ccccc2)nc1=O | i | 0.4 | 0% | 0.2% | -14% | i | 14% | -5% | -8%
CC(=O)c1ccc(Sc2ccccc2N)c([N+](=O)[O-])c1 | i | -1.7 | -6% | 0.5% | -19% | i | -15% | -7% | -10%
OC(CN1CCc2ccccc2C1)c1ccccc1 (centres undefined) | i | -4.6 | -1% | -0.2% | 1% | i | -4% | -2% | -4%
CSC[C@H]1CN(c2ccccc2)C(=O)[C@@H]1CC(=O)Nc1ccc(Br)cc1 | i | 0.6 | . | 0.4% | -17% | i | . | . | -2%
Cc1cccc(NC(=O)c2cccc(N3C(=O)CCC3=O)c2)c1 | i | -0.3 | -4% | -0.9% | 2% | i | 8% | 1% | 6%
Cc1ccc(NC(=O)CSc2nc(=O)n(Cc3ccccn3)c3c2CCC3)cc1F | i | . | . | 4.0% | -14% | . | . | 1% | ?
O=C1C2CCCCN2C(=O)N1CCCCN1CCN(c2ccccc2Oc2ccccc2)CC1 (centres undefined) | i | -1.7 | -2% | 3.4% | -40% | i | -7% | -9% | -27%
O=C(c1cccs1)c1cn(CCOc2ccc(Cl)cc2)c2ccccc12 | . | . | . | 0.5% | -14% | . | -11% | 2% | ?
COc1cc(/C=C2\SC(=Nc3cccnc3)NC2=O)cc(OC)c1OC | i | 2.3 | -1% | 0.4% | -1% | i | -13% | 0% | 2%
Cn1cc(CN2CCC(n3nccc3NC(=O)Cc3ccccc3)CC2)cn1 | i | -0.5 | 0% | 0.1% | 13% | i | 1% | -3% | 1%
c1cncc(-c2nn[nH]n2)c1 | i | 2.8 | 2% | 0.1% | 4% | i | 14% | -5% | -6%
CCCCCNC(=O)c1ccc2c(=O)n(CCCOCC)c(=S)[nH]c2c1 | i | 3.3 | -9% | -0.4% | -6% | i | -1% | 0% | 10%
CC(C)(C)C(=O)OCc1cc(=O)n2nc(C3CCCCC3)sc2n1 | ? | . | . | 6.0% | -15% | . | -23% | 13% | ?
COc1ccccc1-c1sc2ccccc2c1-c1ccc(C(C)=O)cc1 | i | -1.2 | 32µM* | ? | -6% | i | 10% | 6% | ?
COc1cc(C2/C(=C(\O)c3ccc4c(c3)CC(C)O4)C(=O)C(=O)N2c2nnc(C)s2)cc(OC)c1OC (centres undefined) | i | -3.0 | -2% | 0.2% | -1% | i | 19% | -2% | 0%
CC(=O)c1cccc(CN2CCC(n3nccc3NC(=O)CCOc3ccccc3)CC2)c1 | i | -1.1 | 0% | -0.5% | -38% | i | 6% | 3% | -30%
CN1CCN(S(=O)(=O)c2cccc(S(=O)(=O)c3ccc(Cl)cc3)c2)CC1 | i | -5.5 | . | 0.2% | -19% | i | . | 5% | 8%
